From PubChem BioAssay
Bim-Bcl-W: inhibitors of Bim-Bcl-W interaction, human. Q92843. bead-based flow cytometry, Bim peptide-Bcl-W binding. inhibition, % at 10 µM. 190,000 tested, 0.02% active. AID 952;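 also: 0% = bound tracer without compound and 100% = peptide blocker; higher means less fluorescent Bim peptide bound to Bcl-W beads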
Target sequence (Q92843 whole entry, looked up): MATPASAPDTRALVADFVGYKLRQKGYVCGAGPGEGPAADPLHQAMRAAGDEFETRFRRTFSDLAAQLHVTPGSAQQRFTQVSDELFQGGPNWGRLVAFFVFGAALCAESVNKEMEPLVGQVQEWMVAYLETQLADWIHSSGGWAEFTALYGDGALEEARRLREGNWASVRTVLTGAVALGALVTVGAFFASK
Bim-Bfl-1: disrupts Bim binding to human Bfl-1. Q16548. Bead-based flow cytometry, Bim-Bfl-1 binding inhibition. inhibition, % at 10 µM. 190,000 tested, 0.12% active. AID 1008;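 also: 0% = wells without compound plus tracer and 100% = blocker peptide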
RGS7-Gao reg: modulates binding of RGS7 to human Galphao. 220,000 tested, 0.35% active. P09471. Multiplexed bead flow cytometry; actives lie on both sides. binding response (% of control), % at 10 µM; in the data active = binding response below about 49% or above about 150%; inconclusive = no clear call, values can overlap the other calls; inactive = in between;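 also: fluorescent Galphao held in activated GDP-AlF4 state binding bead-coupled RGS7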
Mcl-1 Bim block: inhibitors of Bim-Mcl-1 interaction, human; Q07820; Bead-based flow cytometry, Bim peptide-Mcl-1 binding; inhibition, % at 10 µM; 190,000 tested, 0.1% active;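 also: 0% = no compound tracer wells and 100% = peptide blocker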
Target sequence (Q07820 whole entry, looked up): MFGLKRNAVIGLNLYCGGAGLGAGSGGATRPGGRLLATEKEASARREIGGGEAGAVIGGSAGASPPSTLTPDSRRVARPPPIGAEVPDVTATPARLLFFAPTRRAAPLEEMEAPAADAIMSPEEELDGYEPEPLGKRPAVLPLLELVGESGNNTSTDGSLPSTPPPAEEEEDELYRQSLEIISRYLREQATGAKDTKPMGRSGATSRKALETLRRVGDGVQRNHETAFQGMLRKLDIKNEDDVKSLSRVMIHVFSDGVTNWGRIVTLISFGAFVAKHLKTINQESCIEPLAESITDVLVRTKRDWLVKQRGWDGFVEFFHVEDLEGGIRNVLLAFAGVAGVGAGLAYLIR
Bim-Bcl-2: inhibitors of Bim-Bcl-2 interaction, human; inhibition, % at 10 µM; AID 950; Bead-based flow cytometry, Bim peptide-Bcl-2 binding; 190,000 tested, 0.06% active; in the data active = inhibition above about 40%; inconclusive = no clear call, values can overlap the other calls;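 also: 0% = no compound wells with probe peptide and 100% = reference peptide inhibitor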
Bim-Bcl-B: inhibitors of Bim-Bcl-B interaction, human. Q9HD36. bead-based flow cytometry, Bim peptide-Bcl-B binding. inhibition, % at 10 µM. 190,000 tested, 0.073% active;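 also: 0% = tracer peptide without compound and 100% = reference inhibitor peptide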
Target sequence (Q9HD36 whole entry, looked up): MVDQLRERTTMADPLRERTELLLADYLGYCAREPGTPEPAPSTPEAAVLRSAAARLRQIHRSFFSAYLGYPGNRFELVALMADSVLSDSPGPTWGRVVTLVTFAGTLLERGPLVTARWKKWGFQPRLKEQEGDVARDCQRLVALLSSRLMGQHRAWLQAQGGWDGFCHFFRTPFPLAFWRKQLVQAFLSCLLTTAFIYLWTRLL
Mcl1 Noxa PPI: disrupts binding of human Mcl-1 to Noxa peptide | TR-FRET Mcl-1/Noxa peptide binding, 2 h | inhibition, % at 21.7 µM | 220,000 tested, 1.5% active | AID 1022;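 active = compounds that cut the protein-peptide binding signal by more than 50% relative to plate controls in a single-dose test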;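 also: His-tagged Mcl-1 with rhodamine Noxa BH3 peptide and terbium anti-His antibody; 0% = Mcl-1 plus Noxa peptide wells and 100% = peptide-only wells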
RGS8-Gao: human RGS8-Galphao interaction regulation; 220,000 tested, 0.34% active; AID 1423; multiplexed bead flow cytometry, RGS8-Galphao binding; actives lie on both sides; response (percent of control binding), % at 10 µM; P09471; in the data active = response below about 60% or above about 140%; inactive = in between;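 also: Galphao activated as the GDP aluminium fluoride complex binding bead-coupled RGS8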
Mcl1 Bid PPI: disrupts binding of human Mcl-1 to Bid peptide; Q07820; TR-FRET Mcl-1/Bid-Dy647 peptide binding, 1536-well; inhibition, % at 21.7 µM; 220,000 tested, 0.97% active;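 active = compounds that cut the binding signal by more than half at the single screening dose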;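 also: His-tagged Mcl-1 with europium anti-His antibody binding Bid BH3 peptide; 0% = Mcl-1 plus peptide wells and 100% = peptide-only wells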
RGS4-Gao reg: modulates binding of RGS4 to human Galphao; AID 1415; Multiplexed bead flow cytometry; actives lie on both sides; 220,000 tested, 0.33% active; binding response (% of control), % at 10 µM; in the data active = binding response below about 49% or above about 150%; inactive = in between;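 also: fluorescent Galphao activated with aluminum fluoride binding bead-coupled RGS4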
Bim-Bcl-XL: inhibitors of Bim-Bcl-XL interaction, human. Bim peptide-Bcl-XL binding, bead flow cytometry, fluorescence. inhibition, % at 10 µM. 190,000 tested, 0.04% active. AID 1007
Target sequence (Q07817 whole entry, looked up): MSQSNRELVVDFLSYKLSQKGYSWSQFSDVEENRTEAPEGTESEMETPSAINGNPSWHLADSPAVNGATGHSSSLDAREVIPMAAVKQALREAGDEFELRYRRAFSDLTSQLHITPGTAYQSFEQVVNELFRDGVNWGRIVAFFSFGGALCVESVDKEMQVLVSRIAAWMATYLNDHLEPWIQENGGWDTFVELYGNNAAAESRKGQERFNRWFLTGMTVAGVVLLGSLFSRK
* = called active by the depositor; ? = inconclusive; . = not tested or not shown; [ ] = dose if it differs, or a comment. Rule as the data show it, unless noted: active = inhibition above about 40%.

Order of values – RGS7-Gao reg, Bim-Bcl-2, Bim-Bcl-XL, RGS4-Gao reg, Mcl1 Noxa PPI, Bim-Bcl-B, Mcl-1 Bim block, RGS8-Gao, Bim-Bfl-1, Mcl1 Bid PPI, Bim-Bcl-W
#1 CCOC(=O)c1c(N)n(Cc2ccco2)c2nc3ccccc3nc12
 : 99, 0, -1, 98, 27, -1, -3, 97, 0, -22, -3
#2 CCOc1ccc2oc(C(=O)NN3C(C)CCCC3C)c(C)c2c1 (stereo not given)
 : ?, 1, -2, 102, 2, 0, 2, 100, -2, -42, 1
#3 COc1cc(C(c2c(O)c3ccccc3oc2=O)c2c(C)n(C)n(-c3ccccc3)c2=O)ccc1O (stereo not given)
 : 97, 1, -3, 99, 12, 0, 0, 101, 0, -40, 0
#4 O=C1NC(=O)C(CCc2ccncc2)(CCc2ccncc2)C(=O)N1Cc1ccccc1
 : 95, -4, -1, 98, 9, -4, 0, 100, -4, -13, 0
#5 CCn1c(=O)cc(SCC(=O)N2CCC3(CC2)OCCO3)c2ccccc21
 : 106, -6, -5, 103, 13, -7, 0, 104, -10, -29, 2
#6 O=C(c1cc(C(=O)NCc2ccccc2)c(=O)n(Cc2ccccc2)c1)c1cc(Br)ccc1O
 : 99, 0, 1, 102, -1, -2, -1, 102, 1, -8, 1
#7 Cc1ccc(CN2C(=O)CN=C(c3ccccc3)c3ccccc32)cc1
 : 99, 0, -1, 99, 19, -2, 0, 99, 0, -19, -1
#8 CC(C)C(=O)N1CCN(CCN=Cc2c(O)n(C)c(=O)n(C)c2=O)CC1
 : 97, -3, -5, 99, 5, -1, 0, 101, -4, -24, -4
#9 CCN1CCN(c2ccc([N+](=O)[O-])cc2C#N)CC1
 : 103, -1, -5, 101, 6, -5, 0, 101, -7, -3, -2
#10 O=C(c1ccc2c3c(cccc13)CC2)C1CCCN(Cc2ncc[nH]2)C1 (stereo not given)
 : 101, -4, -7, 101, -28, -7, -4, 103, -8, -55, -2

Next part
Order of values – RGS7-Gao reg, Bim-Bcl-2, Bim-Bcl-XL, RGS4-Gao reg, Mcl1 Noxa PPI, Bim-Bcl-B, Mcl-1 Bim block, RGS8-Gao, Bim-Bfl-1, Mcl1 Bid PPI, Bim-Bcl-W
#11 Cc1cc(C=C2C(=O)NC(=O)NC2=O)c(C)n1-c1cccnc1
 : ?, ., ., 103, -5, ., ., 102, ., -71, .
#12 Cc1nn(C2CCOC(C)(C)C2)c2c1C(c1ccc3c(c1)OCO3)SCC(=O)N2 (stereo not given)
 : 106, 0, -5, 99, 15, -2, -1, 100, -2, -25, -1
#13 Cc1ccc2nc(-c3ccncc3)cc(C(=O)N3CCC4(CC3)OCCO4)c2c1
 : 103, -4, -2, 108, -4, -6, -1, 103, -9, -1, 2
#14 COC12C(COC(N)=O)C3=C(C(=O)C(C)=C(N)C3=O)N1CC1C2N1C (stereo not given)
 : ?, ., ., 99, 25, ., ., 98, ., -61, .
#15 O=C(O)CCn1cc(C=C2C(=O)NC(=S)NC2=O)c(-c2ccccc2)n1
 : 83, 4, 1, 96, 62*, 5, 2, 94, -9, -52, 2
#16 COc1ccc(C(C)=O)cc1CC(C(=O)c1ccc(Br)cc1)N(C)C (stereo not given)
 : 104, 1, -2, 103, 5, -2, -2, 103, 2, 1, 0
#17 CC(C)(C)c1ccc(CN2C(=O)CN=C(c3ccccc3)c3ccccc32)cc1
 : 95, 10, 6, 95, -8, 12, 7, 100, 6, -5, 6
#18 O=C(CN1CCCCC1)c1ccccc1Cl
 : 101, -2, -2, 104, 4, -6, -5, 102, -1, -17, -3
#19 O=C(O)COc1ccccc1/C=C1\C(=O)NC(=O)N(CCC2=CCCCC2)C1=O
 : ?, ., ., 98, 8, ., ., 100, ., 3, .
#20 O=C(CCNS(=O)(=O)c1ccccc1)Nc1ccc(Cl)cc1C(=O)c1ccccc1
 : 100, -4, -1, 99, 10, -5, 0, 100, -5, -4, -3

Copied from above: nos. 10 to 20
Order of values – RGS7-Gao reg, Bim-Bcl-2, Bim-Bcl-XL, RGS4-Gao reg, Mcl1 Noxa PPI, Bim-Bcl-B, Mcl-1 Bim block, RGS8-Gao, Bim-Bfl-1, Mcl1 Bid PPI, Bim-Bcl-W
#10 O=C(c1ccc2c3c(cccc13)CC2)C1CCCN(Cc2ncc[nH]2)C1 (stereo not given)
 : 101, -4, -7, 101, -28, -7, -4, 103, -8, -55, -2
#11 Cc1cc(C=C2C(=O)NC(=O)NC2=O)c(C)n1-c1cccnc1
 : ?, ., ., 103, -5, ., ., 102, ., -71, .
#12 Cc1nn(C2CCOC(C)(C)C2)c2c1C(c1ccc3c(c1)OCO3)SCC(=O)N2 (stereo not given)
 : 106, 0, -5, 99, 15, -2, -1, 100, -2, -25, -1
#13 Cc1ccc2nc(-c3ccncc3)cc(C(=O)N3CCC4(CC3)OCCO4)c2c1
 : 103, -4, -2, 108, -4, -6, -1, 103, -9, -1, 2
#14 COC12C(COC(N)=O)C3=C(C(=O)C(C)=C(N)C3=O)N1CC1C2N1C (stereo not given)
 : ?, ., ., 99, 25, ., ., 98, ., -61, .
#15 O=C(O)CCn1cc(C=C2C(=O)NC(=S)NC2=O)c(-c2ccccc2)n1
 : 83, 4, 1, 96, 62*, 5, 2, 94, -9, -52, 2
#16 COc1ccc(C(C)=O)cc1CC(C(=O)c1ccc(Br)cc1)N(C)C (stereo not given)
 : 104, 1, -2, 103, 5, -2, -2, 103, 2, 1, 0
#17 CC(C)(C)c1ccc(CN2C(=O)CN=C(c3ccccc3)c3ccccc32)cc1
 : 95, 10, 6, 95, -8, 12, 7, 100, 6, -5, 6
#18 O=C(CN1CCCCC1)c1ccccc1Cl
 : 101, -2, -2, 104, 4, -6, -5, 102, -1, -17, -3
#19 O=C(O)COc1ccccc1/C=C1\C(=O)NC(=O)N(CCC2=CCCCC2)C1=O
 : ?, ., ., 98, 8, ., ., 100, ., 3, .
#20 O=C(CCNS(=O)(=O)c1ccccc1)Nc1ccc(Cl)cc1C(=O)c1ccccc1
 : 100, -4, -1, 99, 10, -5, 0, 100, -5, -4, -3

Carrying on:
Order of values – RGS7-Gao reg, Bim-Bcl-2, Bim-Bcl-XL, RGS4-Gao reg, Mcl1 Noxa PPI, Bim-Bcl-B, Mcl-1 Bim block, RGS8-Gao, Bim-Bfl-1, Mcl1 Bid PPI, Bim-Bcl-W
#21 CCCCC(CC)COCCCN=Cc1c(O)[nH]c(=S)[nH]c1=O (stereo not given)
 : ?, ., ., 99, 5, ., ., 100, ., -116, .
#22 CN1CCN(C(=O)Cc2nc3ccccc3[nH]2)CC1
 : 98, -8, 4, 99, 0, -10, -2, 99, -15, -2, 0
#23 CN1C(=O)N(C)C(=O)C(CCc2ccncc2)(CCc2ccncc2)C1=O
 : 103, -5, -3, 100, 5, -8, -5, 103, -9, -9, -4
#24 O=C(NC12CC3CC(CC(C3)C1)C2)OC1CN2CCC1CC2 (stereo not given)
 : ?, ., ., 167*[activator], 3, ., ., 101, ., -9, .
#25 Cc1sc2ncn(CC(=O)N3CCC4(CC3)OCCO4)c(=O)c2c1C
 : 98, -6, -1, 99, 4, -9, 0, 97, -12, -3, -1
#26 Cc1csc(=N)n1Cc1ccccc1
 : 101, -3, -8, 100, 2, -7, -3, 92, -8, -17, -5
#27 Cc1ccc2c(c1)C1CN(C)CCC1N2C(=O)c1cn(-c2ccccc2)nc1-c1ccccc1 (stereo not given)
 : 107, 4, -1, 105, 43, -2, 0, 101, 0, -7, 4
#28 Cc1ccc2c(c1)C1CN(C)CCC1N2C(=O)Cc1cccs1 (stereo not given)
 : 115, -9, -9, 111, 20, -6, -6, 113, -9, -1, -6
#29 N#CCP(=S)(c1ccccc1)c1ccccc1
 : 101, -1, -2, 98, -5, -3, -2, 100, 1, -11, -1
#30 COc1cccc(NP(=O)(Oc2ccccc2)Oc2ccccc2)c1
 : 102, -4, 0, 101, 11, -4, -3, 100, -2, 3, -5

Next structures:
Order of values – RGS7-Gao reg, Bim-Bcl-2, Bim-Bcl-XL, RGS4-Gao reg, Mcl1 Noxa PPI, Bim-Bcl-B, Mcl-1 Bim block, RGS8-Gao, Bim-Bfl-1, Mcl1 Bid PPI, Bim-Bcl-W
#31 COc1cccc(CCNCc2ccc(SC)cc2)c1
 : 118, -7, -5, 112, 2, -1, -2, 122, -7, 43, -3
#32 CN1CCC(N(C)c2ncnc3ccc(Br)cc23)CC1
 : 95, -5, -3, 100, 48, -3, 0, 102, -10, -9, 0
#33 CP(=O)(Nc1ccccc1)C(Cl)(Cl)Cl (stereo not given)
 : ?, -4, -5, 102, 16, -5, -4, 100, -4, -1, -1
#34 Cc1nn(CCC#N)c2c1P(=S)(N1CCCC1)OC(c1ccc(F)cc1)=N2 (stereo not given)
 : 102, -5, -4, 97, 10, -15, -6, 88, 13, 12, 0
#35 CN1C(=O)c2ccccc2NC(=O)[C@]12O[C@@H]2c1ccccc1
 : 109, -2, -3, 109, -3, -4, -5, 102, -8, -1, -6
#36 Cc1cccc(OP(=O)(Nc2cccnc2)Oc2cccc(C)c2)c1
 : 99, 9, 5, 97, 7, 6, 7, 94, 11, -14, 6
#37 C(#CCN1CCCCC1)COCc1ccccc1
 : 104, -1, 0, 103, 16, -5, 2, 105, -4, -41, 1
#38 CC(=O)C1C2c3ccccc3O[C@@]1(C)N=c1s/c(=C/c3ccoc3)c(=O)n12 (stereo not given in full)
 : 102, 0, -6, 103, -17, -5, -4, 105, 10, -76, 0
#39 CCC(=NCC1CCCO1)c1c(O)n(-c2ccccc2C)c(=O)[nH]c1=O (stereo not given)
 : ?, ., ., 131, -11, ., ., 122, ., -10, .
#40 O=P(/C(=N/O)N1CCOCC1)(N1CCOCC1)N1CCOCC1
 : 96, -10, -1, 103, -9, -9, -1, 99, -7, -5, 0

(list continues)
Order of values – RGS7-Gao reg, Bim-Bcl-2, Bim-Bcl-XL, RGS4-Gao reg, Mcl1 Noxa PPI, Bim-Bcl-B, Mcl-1 Bim block, RGS8-Gao, Bim-Bfl-1, Mcl1 Bid PPI, Bim-Bcl-W
#41 CCOCCCN=Cc1c(O)n(Cc2ccccc2)c(=O)[nH]c1=O
 : 107, -5, -2, 113, 2, -3, 0, 116, -1, 8, 3
#42 O=C1NC(c2cccnc2)Nc2sc3c(c21)CCCC3 (stereo not given)
 : 94, -2, -4, 86, 5, -3, -5, 72, 0, -12, -2
#43 O=C1NC(=O)N(c2ccccc2)C(=O)/C1=C/c1ccoc1
 : ?, 7, 0, 95, 5, 3, 3, 94, -4, -23, 1
#44 O=C(N/N=C/c1c(O)n(Cc2ccc(F)cc2)c(=O)[nH]c1=O)c1ccccc1
 : ?, ., ., 101, -85, ., ., 100, ., -52, .
#45 CN1CCC(OC(=O)Cc2ccccc2)CC1
 : 103, -4, -2, 103, 10, -3, -1, 103, -5, -3, -3
#46 CC12CN3CN(C1)CC(c1ccccc1)(C3)C2=O
 : 92, 9, -6, 90, 7, -6, -5, 99, -3, -4, -4
#47 CCOC(=O)c1ccc(N=C(c2ccccc2)c2c(O)n(C)c(=O)n(C)c2=O)cc1
 : ?, ., ., 103, 0, ., ., 103, ., -5, .

An excerpt; rates above refer to the full screens.
